LYPLA2 inh – LYPLA2 (human) inhibition in PME1 counter-screen; recombinant LYPLA2, FP-Rh probe fluorescence polarization; inhibition, % at 5.9 µM; 0.38% of 320,000 active;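 active = inhibition above the screen-wide mean plus 3 SD, limit set per campaign, cut at about 26% in these data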;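 also: 0% = LYPLA2 with DMSO and 100% = wells lacking LYPLA2 enzyme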
Target sequence (O95372 whole entry, looked up): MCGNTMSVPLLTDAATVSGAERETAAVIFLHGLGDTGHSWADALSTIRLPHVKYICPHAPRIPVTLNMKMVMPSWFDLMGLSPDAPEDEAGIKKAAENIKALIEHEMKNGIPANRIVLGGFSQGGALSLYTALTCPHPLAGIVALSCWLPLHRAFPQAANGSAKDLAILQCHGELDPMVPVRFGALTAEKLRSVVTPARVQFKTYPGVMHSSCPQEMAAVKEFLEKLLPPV
PAFAH1B3 inh – inhibitors of human PAFAH1B3 | Q15102 | recombinant PAFAH1B3, FP-rhodamine probe, fluorescence polarization | inhibition, % at 3.39 µM | 0.28% of 340,000 active | AID 492972;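 active = inhibition above the screen-wide average of all tested compounds plus 3 SD, cut at about 25% in these data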;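 also: 0% = enzyme with DMSO only and 100% = wells lacking PAFAH1B3 protein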
Target sequence (Q15102 whole entry, looked up): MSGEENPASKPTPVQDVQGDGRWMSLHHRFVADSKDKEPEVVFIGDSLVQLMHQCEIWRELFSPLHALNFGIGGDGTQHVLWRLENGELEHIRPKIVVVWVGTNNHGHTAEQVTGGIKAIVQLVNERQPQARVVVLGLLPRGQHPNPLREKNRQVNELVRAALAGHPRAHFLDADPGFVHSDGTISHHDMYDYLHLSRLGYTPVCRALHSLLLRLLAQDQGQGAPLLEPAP
PAFAH2 FP inh – inhibitors of human PAFAH2. AID 492956. recombinant PAFAH2, FP-rhodamine activity probe, fluorescence polarization. 0.99% of 340,000 active. inhibition, % at 3.39 µM;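 active = inhibition above the mean over all tested compounds plus 3 SD, cut at about 30% in these data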;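 also: inhibitors block probe labeling of enzyme so polarization drops; 0% = enzyme with DMSO and 100% = wells lacking PAFAH2 protein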
PAD4 FP inh – blocks human protein arginine deiminase 4; inhibition, % at 6.36 µM; recombinant PAD4, RCA probe fluorescence polarization; Q9UM07; 0.41% of 330,000 active;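 active = percent inhibition above a cutoff equal to the mean of all tested compounds plus 3 SD, cut at about 15% in these data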;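 also: 0% = PAD4 with RCA probe and DMSO and 100% = probe without PAD4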
pPAFAH inh – inhibitors of human plasma PAF acetylhydrolase (pPAFAH) | Q13093 | recombinant pPAFAH, FP-rhodamine probe fluorescence polarization | inhibition, % at 3.39 µM | 1.5% of 330,000 active;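 active = inhibition above the mean inhibition across the screen plus 3 SD, cut at about 25% in these data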;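 also: inhibitors block binding of the rhodamine activity-based probe so polarization drops; 0% = enzyme with DMSO and 100% = wells lacking pPAFAH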
PAFAH1B2 FP inh – inhibitors of human PAFAH1B2; P68402; inhibition, % at 3.39 µM; AID 492953; 1.2% of 340,000 active; recombinant PAFAH1B2, FP-rhodamine activity probe, fluorescence polarization;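 active = inhibition above the mean of all tested compounds plus 3 SD, cut at about 24% in these data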;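 also: 0% = enzyme with DMSO and 100% = wells lacking PAFAH1B2; many of its hits are not listed in these tables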
Target sequence (P68402 whole entry, looked up): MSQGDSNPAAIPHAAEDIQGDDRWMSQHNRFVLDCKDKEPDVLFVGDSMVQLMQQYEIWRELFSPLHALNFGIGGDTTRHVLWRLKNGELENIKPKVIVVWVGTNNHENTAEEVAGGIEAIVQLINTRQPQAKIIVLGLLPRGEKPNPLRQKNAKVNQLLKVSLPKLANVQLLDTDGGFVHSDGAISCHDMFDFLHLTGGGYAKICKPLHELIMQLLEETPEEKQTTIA
LYPLA1 inh – LYPLA1 (human) inhibition in PME1 counter-screen | inhibition, % at 5.9 µM | 0.16% of 320,000 active | O75608 | recombinant LYPLA1, FP-Rh probe fluorescence polarization;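 active = inhibition above the mean of all tested compounds plus 3 SD, set per campaign, cut at about 14% in these data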;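 also: inhibitors block serine hydrolase probe labeling of LYPLA1 so polarization falls; 0% = enzyme with DMSO and 100% = wells lacking LYPLA1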
PREPL inh – inhibits the human prolyl oligopeptidase-like enzyme; Q4J6C6; recombinant PREPL, fluorescence polarization activity-based probe; inhibition, % at 5.96 µM; 0.68% of 320,000 active; AID 2751; in the data active = inhibition above about 43%;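 also: 0% = enzyme with DMSO and 100% = wells lacking enzyme; many of its hits are not listed in these tables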
GSTO1 counter – GSTO1 inhibition, counter-screen for RBBP9 inhibitors; 1.1% of 300,000 active; recombinant GSTO1, activity-based probe fluorescence polarization; AID 1974; inhibition, % at 5.96 µM; P78417;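 active = inhibition above the campaign mean inhibition plus 3 SD, cut at about 35% in these data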;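 also: 0% = GSTO1-1 with DMSO and 100% = wells lacking GSTO1-1 enzyme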
Starred values were filed as active, the others as inactive; . = not tested or not shown.

SMILES	LYPLA2 inh	PAFAH1B3 inh	PAFAH2 FP inh	PAD4 FP inh	pPAFAH inh	PAFAH1B2 FP inh	LYPLA1 inh	PREPL inh	GSTO1 counter
COc1ccc(CC(=O)N2CCN(c3ccccn3)CC2)cc1	4	4	5	-1	8	2	0	-13	1
O=C(CSc1ncnc2scc(-c3ccccc3)c12)NC1CCS(=O)(=O)C1 (stereo unspecified)	-5	1	-6	-3	5	0	-2	6	-7
COc1ccc(C(=O)Nc2cccc(C)c2)cc1S(=O)(=O)N1CCOCC1	1	4	-5	-1	5	-6	1	11	-1
CC(=O)N1CCN(c2ccc(NC(=O)c3ccco3)cc2)CC1	-1	9	8	3	10	2	2	3	2
O=C(c1cc(-c2ccncc2)nc2ccc(Br)cc12)N1CCN(Cc2ccc3c(c2)OCO3)CC1	9	3	-2	-1	2	3	4	-23	5
Cn1nnc(NC(=S)NC(=O)c2cc(Cl)ccc2Cl)n1	8	4	-1	7	4	3	1	16	23
O=C1CCc2cc(S(=O)(=O)NCc3ccccc3)cc3c2N1CC3	7	-1	2	2	2	3	0	2	1
CC1=NN(Cc2ccccc2)C(=O)C1C(c1ccncc1)C(C#N)C#N (stereo unspecified)	6	0	3	-7	5	6	1	-2	8
CC12CCC(=O)N1C(C(=O)NNC(=O)COc1cccc(C(F)(F)F)c1)CS2 (stereo unspecified)	1	11	0	1	4	-2	2	5	11
NC(=O)C1(N2CCCCC2)CCN(C(=O)CSc2nc(C(F)(F)F)cc(=O)[nH]2)CC1	1	-8	0	3	0	1	-1	-12	-6
CC(C)(C)c1nnc(NC(=O)NS(=O)(=O)c2ccccc2)s1	-5	0	2	-7	1	-1	-3	-4	3
Cc1cc(C)c2c(N)c(-c3nnc(SCc4ccc(Cl)cc4)n3C)sc2n1	2	8	-1	0	6	7	3	20	1
CCN(CC)CCCNC(=O)CSc1c2c(nc3cc(Cl)ccc13)CCCC2	4	-2	4	10	-4	3	-3	-9	-58
Cc1ccc(S(=O)(=O)NC(=O)Nc2ccc(F)c(F)c2)cc1	1	3	3	-2	-2	5	3	11	1
OCC[C@@H]1C[C@@H](O)[C@H](O)[C@@]2(OCCc3ccccc32)O1	-2	0	1	-7	-6	-1	1	-3	0
CCOc1nc(-c2ccccc2)ccc1-c1noc(-c2cccnc2)n1	2	1	7	-1	0	3	0	2	9
NCCCn1cnc2ccccc21	0	8	2	-4	1	1	-1	0	-5
COc1ccc(Br)cc1C(=O)NC(=S)Nc1cc(-c2nc3ccccc3[nH]2)ccc1C	-82	-68	-65	-13	-27	-28	-47	-23	-9
COc1ccc(NC(=O)c2ccc3c(c2)OCO3)cc1Cl	6	10	-2	-2	2	1	-5	-2	0
CC(NC(=O)c1ccc2c(c1)OCO2)c1cccc(C(F)(F)F)c1 (stereo unspecified)	-3	6	0	6	2	-1	-4	2	.
Cc1nc2ccccc2c(=O)n1Nc1cccc(Cl)c1	3	4	9	-1	7	-1	5	-31	8
COc1ccc(-c2noc(Cc3ccccc3OC)n2)cc1	6	-5	-4	-5	10	0	2	-8	3
CCOC(=O)C1=NNC2(c3ccc(Cl)cc3)C(=O)N(c3ccc(C)cc3)C(=O)C12 (stereo unspecified)	5	4	2	1	2	6	0	-5	0
O=C(CSC1=NC(=O)C(Cc2ccccc2)C(=O)N1)Nc1ncc(Br)cc1Br (stereo unspecified)	-6	4	1	1	6	3	-1	4	7
COCCNC(=S)N=Nc1c(O)[nH]c2c(C)cc(C)cc12	9	-2	4	0	1	0	4	10	6
COc1cccc(/C=C2/Sc3ccc(C(=O)NCCCN4CCCC4)cc3NC2=O)c1	-8	9	0	2	11	-1	-6	-5	-38
O=C(NCCc1ccccc1)C1CCCN1S(=O)(=O)c1ccccc1 (stereo unspecified)	-3	.	.	2	2	.	-2	8	-3
COc1cc(CN2CCN(Cc3ccc([N+](=O)[O-])cc3)CC2)c([N+](=O)[O-])cc1OC	8	9	0	-4	2	0	-1	36	-1
Cc1c(CC(=O)N[C@@H](C)C(=O)O)c(=O)oc2cc3c(cc12)CCC(C)(C)O3	-4	-3	3	-3	6	-1	-3	-1	4
Cc1ccc(O)c(NC(=O)c2ccc3c(c2)C(=O)N(Cc2ccco2)C3=O)c1	-5	-7	-5	1	-2	-1	-1	18	-3
C#CCOCCOCCOCCNc1nc(N2CCN(C(=O)[C@H](CC(N)=O)n3cc(C(N)[C@@H](C)CC)nn3)CC2)nc(N2CCN(C(=O)[C@H](CCCCN)n3cc([C@@H](N)CC(N)=O)nn3)CC2)n1 (stereo partly specified)	.	-2	-7	-5	4	2	.	6	.
Cc1ccc2c(c1)NC(=O)C(CC(=O)NC1CCCCC1C)O2 (stereo unspecified)	-4	3	6	0	5	8	-4	0	-4
Cc1ccc(-n2c(-c3cnccn3)n[nH]c2=S)c(Br)c1	1	9	0	-2	5	-1	0	-1	-10
O=c1oc(Cl)c(Cl)c2ccccc12	-4	16	35*	-1	2	0	0	-3	11
O=c1[nH]nc(SCc2nnc(-c3ccc([N+](=O)[O-])cc3)o2)n1C1CCCCC1	2	6	5	-1	2	8	1	-4	-2
COc1ccc2sc(-c3ccc(SC)cc3)c(C#CCO)c2c1	.	2	-14	7	-5	-2	.	24	.
Cc1ccc(-n2c(SCC(=O)O)nc3c(sc(=S)n3-c3ccc(C)c(C)c3)c2=O)cc1	-2	2	4	2	10	0	-1	3	-29
CN(C)CCNCCCOc1ccccc1-c1ccccc1	5	.	.	2	2	.	2	7	5
O=C(N/C(=C/C=C/c1ccccc1)C(=O)N1CCOCC1)c1ccccc1Br	-8	15	1	-4	2	6	3	4	-4
CCOc1cc(C(=O)NCCCn2ccnc2)cc(OCC)c1OCC	3	5	0	1	-1	3	0	17	-1
O=C1C=CC(=O)N1c1ccc(OC(F)F)cc1	-3	-6	-8	0	3	-8	2	1	-6
C/C(=N\NC(=O)c1ccccc1O)c1cccc(NC(=O)c2ccccc2)c1	0	8	5	-5	8	1	-3	2	5
COc1ccc(OCc2nnc3n2N=C(c2ccc(C)cc2)CS3)cc1	-5	5	1	0	-7	4	-3	-10	0
O=C1CCCN1CCC(=O)N1CCCC(Nc2ccc(F)c(F)c2)C1 (stereo unspecified)	3	7	-8	0	4	10	-2	11	4
CCOC(=O)c1[nH]ncc1CN1CCc2ccc(NC(=O)C3CCCO3)cc2C1 (stereo unspecified)	-3	3	5	5	2	-2	0	1	1
Cc1ccc(NC(=S)N(CCN2CCCCC2)Cc2ccco2)cc1C	6	1	3	3	9	-1	4	21	6
CSc1nc2nc(-c3cccs3)cc(C(F)(F)F)c2c(=O)[nH]1	0	8	12	3	-3	-1	-3	-1	-5
O=C(COC(=O)c1ccc(O)cc1O)Nc1nnc(-c2ccccc2)o1	5	8	-1	4	-1	5	2	-6	6
Fc1ccc(NC(=S)N/N=C/c2cccc(Br)c2)c(F)c1	-5	2	7	1	0	3	-6	1	0
O=C1OCCC1Sc1nnc(-c2ccc(Cl)cc2Cl)o1 (stereo unspecified)	7	7	-4	4	-3	5	2	-2	10
Cc1cc2c(c(N3CCOCC3)n1)C(=O)OC2	0	7	2	-6	0	2	2	1	13

Profiles, quoted from the list:
CSc1nc2nc(-c3cccs3)cc(C(F)(F)F)c2c(=O)[nH]1 is listed as LYPLA2 inh: 0; PAFAH1B3 inh: 8; PAFAH2 FP inh: 12; PAD4 FP inh: 3; pPAFAH inh: -3; PAFAH1B2 FP inh: -1; LYPLA1 inh: -3; PREPL inh: -1; GSTO1 counter: -5
CN(C)CCNCCCOc1ccccc1-c1ccccc1 is listed as LYPLA2 inh: 5; PAFAH1B3 inh: .; PAFAH2 FP inh: .; PAD4 FP inh: 2; pPAFAH inh: 2; PAFAH1B2 FP inh: .; LYPLA1 inh: 2; PREPL inh: 7; GSTO1 counter: 5
CCOC(=O)c1[nH]ncc1CN1CCc2ccc(NC(=O)C3CCCO3)cc2C1 (stereo unspecified) is listed as LYPLA2 inh: -3; PAFAH1B3 inh: 3; PAFAH2 FP inh: 5; PAD4 FP inh: 5; pPAFAH inh: 2; PAFAH1B2 FP inh: -2; LYPLA1 inh: 0; PREPL inh: 1; GSTO1 counter: 1

Taken from the listing (five entries):
SMILES	LYPLA2 inh	PAFAH1B3 inh	PAFAH2 FP inh	PAD4 FP inh	pPAFAH inh	PAFAH1B2 FP inh	LYPLA1 inh	PREPL inh	GSTO1 counter
CSc1nc2nc(-c3cccs3)cc(C(F)(F)F)c2c(=O)[nH]1	0	8	12	3	-3	-1	-3	-1	-5
O=C(COC(=O)c1ccc(O)cc1O)Nc1nnc(-c2ccccc2)o1	5	8	-1	4	-1	5	2	-6	6
Fc1ccc(NC(=S)N/N=C/c2cccc(Br)c2)c(F)c1	-5	2	7	1	0	3	-6	1	0
O=C1OCCC1Sc1nnc(-c2ccc(Cl)cc2Cl)o1 (stereo unspecified)	7	7	-4	4	-3	5	2	-2	10
Cc1cc2c(c(N3CCOCC3)n1)C(=O)OC2	0	7	2	-6	0	2	2	1	13

Some of the compounds tested, so the mix of outcomes need not match the whole.
